Source: PubChem BioAssay
T cell HTS = modulators of CD8 T cell-vesicle binding, primary screen, mouse 2C CD8+ T cells, flow cytometry. calls only at 7 µM. 330,000 tested, 0.068% active. 2C CD8+ T cell-vesicle binding; hits give low values;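 active = response, share of CD8 T cells binding vesicles, and their 90th percentile fluorescence all below set limits, cut at about 80% in these data, passing the limit was not always enough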
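Material: murine 2C transgenic CD8+ T lymphocytes / Also added: QL9-peptide-loaded Drosophila micro-vesicles bearing Ld, ICAM-1 and B7-1 / Schedule: binding step 1.5 h, 37 °C, antibody labelling 20 min, ice / Signal: flow cytometry, PE anti-B7-1 (FL2) versus Alexa647 anti-CD8 (FL8), PFA-fixed / Evaluation: percent CD8+ FL2 mean versus row control / Benchmarks: naked versus QL9-loaded vesicles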
NTR1 ag = agonists of NTR1, primary screen, imaging, U2OS cells, beta-arrestin-GFP, high content (AID 493036); activation, % at 20 µM; Neurotensin receptor type 1 (Homo sapiens), P30989; NTR1-U2OS beta-arrestin-GFP spot imaging, agonist mode; 330,000 tested, 0.17% active;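 active = activation at or above 40% of the spot to cytoplasm intensity ratio, with at least 20 cells analyzed; inconclusive = wells under 20 cells, flagged as cytotoxic or low count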;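 note: 0% = DMSO without peptide and 100% = 100 nM NTR1 peptide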
Target sequence (P30989 whole entry, looked up): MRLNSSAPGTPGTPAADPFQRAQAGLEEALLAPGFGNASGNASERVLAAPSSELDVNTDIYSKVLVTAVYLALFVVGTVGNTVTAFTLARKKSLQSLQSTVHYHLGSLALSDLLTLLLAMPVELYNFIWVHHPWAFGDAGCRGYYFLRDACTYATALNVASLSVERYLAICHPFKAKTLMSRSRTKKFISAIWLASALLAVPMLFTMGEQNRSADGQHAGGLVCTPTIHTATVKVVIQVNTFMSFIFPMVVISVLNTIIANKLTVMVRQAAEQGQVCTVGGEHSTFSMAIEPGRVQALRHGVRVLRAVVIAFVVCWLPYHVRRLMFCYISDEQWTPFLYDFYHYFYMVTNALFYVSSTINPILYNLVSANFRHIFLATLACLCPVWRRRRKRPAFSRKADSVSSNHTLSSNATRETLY
SV40 large T antigen = SV40 large T antigen inhibitors, biochemical (AID 1903) | SV40 large T antigen ATPase/helicase inhibition assay; higher % means a stronger effect | 310,000 tested, 0.39% active | inhibition, % at 20 µM, or IC50 in µM where a hit was titrated; in the data active = a potency from the dose series; inconclusive = inhibition mostly from about 32% at the one dose, without a potency; inactive = the rest, 99 in 100 with inhibition below about 32%; note: strong numbers were not always called active
West Nile virus CPE = West Nile virus antiviral activity, cell-based, CPE readout (AID 1621); 290,000 tested, 0.02% active; West Nile virus-infected cells, CPE inhibition; higher % means a stronger effect; one-dose CPE inhibition, % at 10 µM; IC50 in µM for titrated hits; in the data active = a potency from the dose series; inconclusive = CPE inhibition mostly from about 3.7% at the one dose, without a potency; inactive = the rest, 99 in 100 with CPE inhibition below about 2.2%; note: strong numbers were not always called active
NS5 inhibitors = Dengue-2 NS5 methyltransferase inhibitors, primary screen, biochemical, confirmation dose response (AID 588689). Dengue-2 NS5 methyltransferase capping enzyme assay, biochemical; higher % means a stronger effect. inhibition, % at 25 µM, or IC50 in µM where a hit was titrated. 340,000 tested, 0.3% active. Genome polyprotein (Dengue virus type 2 (strain 16681-PDK53)); in the data active = a potency from the dose series; inconclusive = inhibition above about 29% without an active follow-up result
MgcRacGAP inhibition = MgcRacGAP GTPase-activating activity inhibitors, confirmation, biochemical, ADP Hunter fluorescence; 340,000 tested, 0.6% active; Rac GTPase-activating protein 1 (Homo sapiens); AID 624330, 2012; MgcRacGAP-stimulated Rac1 GTP hydrolysis, ADP Hunter fluorescence; higher % means a stronger effect; GST-tagged Rac1 F28L mutant substrate; inhibition, % at 30 µM, or IC50 in µM where a hit was titrated;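 active = first-screen hits whose inhibition reached a set limit at any dose in the follow-up dose series; inconclusive = inhibition above the set first-screen limit but never retested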;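 note: fluorescence reports GDP produced by GAP-driven GTP hydrolysis; strong numbers were not always called active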
PhoP inhibition = inhibitors of PhoP regulon expression, primary screen, Salmonella Typhimurium, GFP reporter (AID 1863); S. Typhimurium PhoP-regulated promoter GFP reporter, 4 h; higher % means a stronger effect; inhibition, % at 50 µM; hits with a dose series show IC50 in µM; 300,000 tested, 0.16% active;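 active = inhibition over 29.93%, a cutoff 3 SD above the screen mean, later confirmed by dose response; inconclusive = inhibition over 29.93% but no dose response follow-up; inactive = inhibition at most 29.93% or unconfirmed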;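 note: 0% = low Mg2+ inducing control and 100% = high Mg2+ repressing control; strong numbers were not always called active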
K1F lysis inhibition = inhibition of K1F phage lysis, E. coli UTI89, bacterial capsule biogenesis inhibitors, alamar blue (AID 488966) | inhibition, % at 100 µM, or IC50 in µM where a hit was titrated | E. coli UTI89 K1F phage lysis, alamar blue, 2 h; higher % means a stronger effect | 340,000 tested, 0.02% active;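 active = phage lysis inhibition, versus mean bacterial control, above a set limit; inconclusive = no clear call, values can overlap the other calls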;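 note: capsule biogenesis inhibitors block K1F phage lysis so surviving cells raise fluorescence; higher fluorescence means more inhibition of phage lysis; actives were called in the ten point dose series up to 300 µM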
RSV CPE inhibition = RSV antiviral activity via CPE protection, HEp-2 cells, primary 10 µM value included (AID 2391); CPE inhibition, % at 10 µM; hits with a dose series show IC50 in µM; 310,000 tested, 0.13% active; HEp-2 cells, RSV-induced CPE inhibition; higher % means a stronger effect; in the data active = a potency from the dose series; inconclusive = CPE inhibition mostly from about 23% at the one dose, without a potency; inactive = the rest, 99 in 100 with CPE inhibition below about 21%; note: strong numbers were not always called active
T cell HTS vesicle-bound % = also measured in T cell HTS; calls as there; double positive events, %; measured here: CD8+ vesicle-bound cell fraction;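 binding gate set so that unloaded-vesicle control wells show 10% double positive cells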
NTR1 ag cell count 20 µM = second read-out of NTR1 ag, no call of its own (marks repeat the call); cell count; measured here: cell count, cytotoxicity flag
* hit, by the source's call; i = inactive; ? = inconclusive; / = not tested or not shown; [ ] = another dose, or the depositor's remark.

SMILES	T cell HTS	T cell HTS vesicle-bound %	NTR1 ag	NTR1 ag cell count 20 µM	SV40 large T antigen	West Nile virus CPE	NS5 inhibitors	MgcRacGAP inhibition	PhoP inhibition	K1F lysis inhibition	RSV CPE inhibition
CCC(=O)NNC(=O)Cc1c(C)n(C(=O)c2ccc(Cl)cc2)c2ccc(OC)cc12	i	40	2.1	43	9%	0.3%	-9%	3%	-9%	-0.3%	2.4%
CCCCN(CCCC)Cc1ccc(C(=O)NNC(=O)Nc2ccc(F)cc2)o1	i	29	1.3	50	14%	-0.1%	-5%	7%	3%	1.0%	-1.6%
CN(CC(=O)Nc1ccccc1Br)C(=O)CNC(=O)c1ccc2c(c1)OCO2	i	54	-0.6	36	6%	/	1%	9%	-8%	1.1%[50 µM]	-1.2%
Cc1ccc(C(=O)Nc2ccccc2C(=O)N2CCCCC2C)cc1 (centres undefined)	i	57	-1.2	70	2%	-0.6%	1%	-2%	0%	0.1%	1.8%
O=C(Nc1cccc(C(F)(F)F)c1)C1C2CC3OC(=O)C1C3C2 (centres undefined)	i	56	-0.4	57	2%	0.0%	11%	0%	-8%	-0.2%	0.8%
COc1cc(-c2cc(C(=O)O)c3cc4c(cc3n2)OCCO4)cc(OC)c1OC	i	4	0.0	39	8%	0.4%	-6%	3%	4%	0.3%	-0.2%
Clc1ccc2c(c1)[C@H]1OCC[C@H]1[C@@H](c1ccco1)N2	i	63	4.1	51	13%	-0.4%	-6%	9%	9%	4.3%	11%
COc1ccccc1NC(=O)CSc1nnc(C)o1	i	35	4.3	71	5%	1.6%	-2%	8%	-4%	0.0%	0.9%
O=C(O)c1ccc(/C=C/C(=O)c2ccc3c(c2)OCCCO3)cc1	i	20	-0.2	40	9%	-0.3%	14%	11%	-4%	-1.3%	2.3%
CC(=O)N(Cc1cc2cc(C)c(C)cc2n2nnnc12)CC1COCCO1 (centres undefined)	i	7	1.1	75	9%	-1.2%	-5%	10%	-6%	2.5%	0.4%

The closing four entries of the part before come first, to join the parts:
SMILES	T cell HTS	T cell HTS vesicle-bound %	NTR1 ag	NTR1 ag cell count 20 µM	SV40 large T antigen	West Nile virus CPE	NS5 inhibitors	MgcRacGAP inhibition	PhoP inhibition	K1F lysis inhibition	RSV CPE inhibition
Clc1ccc2c(c1)[C@H]1OCC[C@H]1[C@@H](c1ccco1)N2	i	63	4.1	51	13%	-0.4%	-6%	9%	9%	4.3%	11%
COc1ccccc1NC(=O)CSc1nnc(C)o1	i	35	4.3	71	5%	1.6%	-2%	8%	-4%	0.0%	0.9%
O=C(O)c1ccc(/C=C/C(=O)c2ccc3c(c2)OCCCO3)cc1	i	20	-0.2	40	9%	-0.3%	14%	11%	-4%	-1.3%	2.3%
CC(=O)N(Cc1cc2cc(C)c(C)cc2n2nnnc12)CC1COCCO1 (centres undefined)	i	7	1.1	75	9%	-1.2%	-5%	10%	-6%	2.5%	0.4%
FC(F)(F)c1cccc(N2CCN(CC3CC4C=CC3C4)CC2)c1 (centres undefined)	i	38	0.0	48	-5%	-0.5%	-2%	3%	2%	0.3%	-2.8%
Oc1ccc2c(c1)oc1cc(O)ccc12	i	40	0.6	49	3.5µM*	0.6%	-4%	?	14%	-0.4%	?
Cc1cc(C)c(C(=O)OCCNC(=O)c2cccnc2)cc1C	i	12	0.1	82	7%	-0.4%	-5%	2%	1%	0.7%	0.8%
COc1ccc(N(C)S(=O)(=O)c2cccc(C(=O)NC3CCCC3)c2)cc1	i	31	0.8	57	4%	-1.3%	11%	9%	3%	0.0%	-2.0%
N=c1c(C(=O)NCCc2ccccc2)cc2c(=O)n3ccccc3nc2n1CC1CCCO1 (centres undefined)	i	20	1.1	46	5%	-0.7%	-10%	7%	1%	0.8%	-0.9%
CN(C)c1ccc(NC(=O)CSCc2nc3c(nnn3Cc3ccc(F)cc3)c(=O)[nH]2)cc1	i	46	1.0	63	37%	0.6%	2%	26%	-4%	9.2%	1.9%
COC(=O)Cn1ccc(-c2ccc(Cl)cc2)c(C#N)c1=O	i	2	0.5	27	11%	0.1%	-1%	2%	-5%	0.6%	2.9%
Cc1cc(C(=O)OCC(=O)N2CC(=O)Nc3ccccc32)no1	i	10	1.8	71	-3%	-0.2%	-5%	5%	4%	2.3%	0.3%
CCOC(=O)/C(=N\Nc1ccccc1Cl)N1CCN(C)CC1	i	48	-1.6	72	1%	-0.6%	0%	6%	-4%	2.2%	-1.3%
O=c1[nH]c(CSc2nnc3ccccn23)nc2cc(C(F)(F)F)ccc12	i	45	0.8	69	7%	-0.2%	/	/	-3%	/	3.9%

Molecules above with an NH in an aromatic ring, in the order listed:
SMILES	T cell HTS	T cell HTS vesicle-bound %	NTR1 ag	NTR1 ag cell count 20 µM	SV40 large T antigen	West Nile virus CPE	NS5 inhibitors	MgcRacGAP inhibition	PhoP inhibition	K1F lysis inhibition	RSV CPE inhibition
CN(C)c1ccc(NC(=O)CSCc2nc3c(nnn3Cc3ccc(F)cc3)c(=O)[nH]2)cc1	i	46	1.0	63	37%	0.6%	2%	26%	-4%	9.2%	1.9%
O=c1[nH]c(CSc2nnc3ccccn23)nc2cc(C(F)(F)F)ccc12	i	45	0.8	69	7%	-0.2%	/	/	-3%	/	3.9%

The results go on:
SMILES	T cell HTS	T cell HTS vesicle-bound %	NTR1 ag	NTR1 ag cell count 20 µM	SV40 large T antigen	West Nile virus CPE	NS5 inhibitors	MgcRacGAP inhibition	PhoP inhibition	K1F lysis inhibition	RSV CPE inhibition
COC(=O)c1ccccc1NC(=O)CSc1nncn1-c1ccccn1	i	40	-0.5	40	3%	0.0%	1%	3%	5%	1.9%	0.6%
NC(=O)C1CC(=O)N(c2ccc(OCC(=O)Nc3cccc(C(F)(F)F)c3)cc2)C1 (centres undefined)	i	38	-1.1	56	6%	0.0%	-1%	8%	0%	-0.1%	1.7%
COc1ccccc1CNC(=O)c1nccnc1CO	i	18	0.5	55	1%	0.0%	-6%	10%	7%	2.0%[50 µM]	0.7%
Cc1ccc(NC(=O)c2ccco2)c(NC(=O)c2ccc(Cl)cc2)c1	i	18	0.1	31	4%	-0.6%	-1%	5%	2%	0.2%	0.0%
O=C(CSc1nnc(Nc2ccccc2)s1)Nc1ccc(S(=O)(=O)N2CCOCC2)cc1	i	55	2.6	39	-1%	0.6%	-5%	7%	0%	0.2%	9.8%
CCC1CCCCN1C(=O)CSc1nnc(CNC(=O)c2c(F)cccc2Cl)o1 (centres undefined)	i	32	2.0	61	6%	-0.4%	7%	-2%	6%	0.2%	0.8%
CCOc1ccc(NC(=O)c2cn(-c3ccc(OCC)cc3)c(=O)c3cc(OC)c(OC)cc23)cc1	i	13	-0.2	89	7%	0.8%	-10%	7%	7%	0.2%	1.1%
Nc1ccc(Cl)c(S(=O)(=O)Nc2ccc(Cl)cc2)c1	i	26	-0.1	62	-2%	0.1%	-3%	5%	-7%	-0.1%	3.1%
COc1ccc(COCC(O)CN2CCC(C(N)=O)CC2)cc1OC (centres undefined)	i	35	-0.9	83	5%	-0.8%	-4%	15%	5%	0.1%	-0.3%
Cc1cc(=O)oc2cc(OCC(=O)N3c4ccccc4CC3C)ccc12 (centres undefined)	i	39	1.4	32	6%	0.1%	-3%	13%	29%	1.6%	2.1%
Cc1ccc(CN2C(=O)CCSc3ccc(Cl)cc32)cc1	i	46	1.4	55	0%	-0.4%	-2%	-6%	22%	-0.3%	6.3%
CCCn1c(CN2CCN(C(=O)OCC)CC2)nc2cc(NC(=O)CC)ccc21	i	62	0.4	74	12%	2.0%	-3%	/	0%	-0.1%	-3.1%
CCOC(=O)c1ccc(N2C(=O)c3n[nH]c(C)c3C2c2ccc(OC)c(OC)c2)cc1 (centres undefined)	i	22	1.3	104	16%	-0.5%	-4%	3%	-3%	0.6%	14%
COc1cc(OC)cc(C(=O)N[C@H](C(=O)OCC(=O)Nc2ccc(OC)c(OC)c2)C(C)C)c1	i	40	0.1	45	9%	-0.8%	-2%	2%	-6%	0.1%	0.9%
O=C(Nc1nnc2n1CCS2)c1ccco1	i	43	-0.6	57	7%	-0.1%	-1%	12%	-6%	0.3%	4.2%
COc1ccc(-c2nnc(SCC(=O)N/N=C/c3ccccc3C(=O)O)n2-c2ccc(Cl)cc2)cc1	i	35	-0.5	66	7%	0.2%	2%	4%	-5%	0.7%[50 µM]	-0.6%
Cc1noc(C)c1NC(=O)N(C)C[C@H]1Oc2ccc(NC(=O)Cc3ccccc3)cc2C(=O)N([C@H](C)CO)C[C@@H]1C	i	27	2.3	50	/	/	-2%	4%	/	-0.2%	/
CC(=O)CCc1c(C)nc2ccc(C(=O)O)cc2c1Cl	i	6	-0.6	55	8%	-0.2%	-2%	-3%	-3%	0.9%	0.5%
